Assay outcomes from PubChem BioAssay.
IMPase cell inh – qHTS Assay for Identifying the Cell-Membrane Permeable IMPase Inhibitors; AID 901, 2007; 120,000 tested, under 10 active; inhibition (IP1 accumulation), % at 46.1 µM; CHO-M1 cells, IP1 accumulation, HTRF TR-FRET ratio; active = well fitted curve in the direction sought with a large enough effect in the signal ratio, not every such curve was filed as active; inconclusive = small, poorly fitted or top-dose-only effect, or a change in a side signal; inactive = no such curve, though single readings can be large or run the other way; the % refers to the signal ratio;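 also: cells stimulated with carbachol in lithium chloride buffer; plate controls were DMSO basal wells for no effect and reference inhibitor wells for full effect; higher means more IMPase inhibition seen as more IP1 and lower FRET ratio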
Target sequence (P97697 whole entry, looked up): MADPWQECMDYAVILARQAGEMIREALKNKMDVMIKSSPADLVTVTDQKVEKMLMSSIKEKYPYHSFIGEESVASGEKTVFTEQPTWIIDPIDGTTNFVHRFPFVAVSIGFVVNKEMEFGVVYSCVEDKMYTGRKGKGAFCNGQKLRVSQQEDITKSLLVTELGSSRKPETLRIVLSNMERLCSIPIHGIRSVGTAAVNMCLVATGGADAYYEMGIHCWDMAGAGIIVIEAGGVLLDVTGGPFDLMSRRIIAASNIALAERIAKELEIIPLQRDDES
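Carbachol-driven Gq signalling in CHO-M1 cells (2000/well) generates IP1. Compounds that block IMPase raise IP1 and so reduce the FRET signal from Eu-anti-IP1 and d2-IP1 after a 10 min room-temperature lysis.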
PNC assembly inh – High Content Assay for Compounds that inhibit the Assembly of the Perinucleolar Compartment; PC3M PTB-GFP, PNC prevalence imaging, 16 h; active compounds read low; activity change (PNC), negative = inhibition, % at 10 µM; hit rate 3.1% among 140,000; AID 2417, 2010;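 active = readout at or below -70, meaning at least 70% loss of cells showing the perinucleolar compartment, a nuclear body marking cancer cells; inconclusive = readout between -30 and a set limit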;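 also: plate controls were DMSO wells for no effect and camptothecin positive control wells for full effect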
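PC3M cells stably expressing PTB-GFP, 750–1000 cells/well, treated 16 h at 37 °C with compound (23 nl of library stock), in duplicate. After paraformaldehyde fixation and Hoechst stain, imaged at 20x; PNC prevalence scored by image analysis.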
ALOX15B inhib – qHTS Assay for Inhibitors of 15-hLO-2 (15-human lipoxygenase 2). hit rate 0.56% among 110,000. AID 881, 2007. Polyunsaturated fatty acid lipoxygenase ALOX15B (Homo sapiens), O15296. purified 15hLO-2, xylenol orange hydroperoxide absorbance. Potency, µM (titrated, usually from 57.1 µM), for the others: at the highest dose activity change, negative = inhibition, most hits filed as inhibitors; also: potency is read from the fitted curve at half-maximal effect; nearly all actives have a fitted effect of over 60% in size; many of its hits are not listed in these tables
Target sequence (O15296 whole entry, looked up): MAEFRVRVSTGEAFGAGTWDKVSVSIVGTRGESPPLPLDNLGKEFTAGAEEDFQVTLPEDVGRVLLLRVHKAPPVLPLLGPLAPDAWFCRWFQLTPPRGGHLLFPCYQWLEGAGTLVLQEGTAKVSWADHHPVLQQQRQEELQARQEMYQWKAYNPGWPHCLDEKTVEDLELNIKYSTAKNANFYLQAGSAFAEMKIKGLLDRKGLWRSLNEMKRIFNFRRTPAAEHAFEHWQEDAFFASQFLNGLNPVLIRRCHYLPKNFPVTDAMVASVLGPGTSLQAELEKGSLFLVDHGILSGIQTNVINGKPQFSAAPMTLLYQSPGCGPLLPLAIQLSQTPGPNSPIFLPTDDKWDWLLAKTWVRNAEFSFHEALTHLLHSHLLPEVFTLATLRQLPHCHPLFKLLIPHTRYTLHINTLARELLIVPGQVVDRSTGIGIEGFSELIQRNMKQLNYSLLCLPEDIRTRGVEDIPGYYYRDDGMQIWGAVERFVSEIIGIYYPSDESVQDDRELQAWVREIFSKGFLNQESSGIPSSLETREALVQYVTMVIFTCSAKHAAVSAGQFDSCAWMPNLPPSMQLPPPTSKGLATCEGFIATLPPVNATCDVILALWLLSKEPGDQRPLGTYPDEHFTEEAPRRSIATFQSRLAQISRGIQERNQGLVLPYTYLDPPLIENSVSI
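Enzyme 50 nM, AA 45 uM, 25 mM Hepes pH 7.5 + 0.01% Triton X-100; cpd preinc 15 min RT, rxn 90 min RT; stop/detect with 200 uM XO + 300 uM Fe(II) in 50 mM H2SO4, 30 min; A573/A405.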
ALOX12 inhib – qHTS Assay for Inhibitors of 12-hLO (12-human lipoxygenase). Polyunsaturated fatty acid lipoxygenase ALOX12 (Homo sapiens), P18054. purified 12-hLO, xylenol orange hydroperoxide absorbance. Potency, µM (top dose mostly 57.1 µM), for the others: top-dose activity change, negative = inhibition, hits mostly inhibitors. hit rate 0.12% among 150,000. AID 1452, 2008; also: potency is read from the fitted curve at half-maximal effect; nearly all actives have a fitted effect of over 55% in size; many of its hits are not listed in these tables
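Purified human 12hLO (150 nM final) was preincubated with compounds for 15 min at room temperature in 25 mM Hepes pH 7.0, 0.01% Triton X-100, then reacted with 40 uM arachidonic acid for 30 min. Hydroperoxide was detected with ferrous iron/xylenol orange.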
An asterisk follows results filed as active; u = inconclusive; x = not tested or not shown; & = joins results of further samples; [ ] = dose if it differs, or a comment. Unless noted, calls follow the shape of the dose curve; as a rule, active = well fitted curve in the direction sought with a large enough effect; inconclusive = small, poorly fitted or top-dose-only effect, or another doubt; inactive = no such curve, though single readings can be large; an effect the other way counts as inactive or inconclusive. Unless noted, % is scaled to controls: 0 for no effect and ±100 for the full control effect. No enrichment for hits; 3.1% or so of the library scored in one or more.

ALOX15B inhib	ALOX12 inhib	IMPase cell inh	PNC assembly inh	Structure
15.1%	-3.7%	3.4	26.7	CC(Nc1cccc2ccccc12)C(=O)N/N=C/c1ccccn1 (stereo not drawn)
1.2%	-0.4%	-4.7	u	CN(C)S(=O)(=O)N1CCN(CC(=O)Nc2cc(Cl)ccc2Cl)CC1
16.1%	-3.0%	-6.6	u	CC(=O)C1=C(O)C(=O)N(CO)C1c1ccccc1F (stereo not drawn)
5.5%[2.29 µM]	2.5%	-1.5	u	O=C(O)c1[nH]nc2c1COc1ccccc1-2
x	-3.4%	x	u	COc1ccc2nc(/C=N/NC(=O)[C@H](C)NC(=O)OC(C)(C)C)ccc2c1
-3.5%	1.7%	4.8	19.4	CCOC(=O)/C(C#N)=C/C1=C(N2CCCC2)CC(C)(C)OC1
13.2%	-10.1%	0.9	-3.3	CCN(c1ccccc1)S(=O)(=O)c1ccc(C(=O)Nc2nnc(COC)o2)cc1
-0.7%	4.6%	9.7	31.0	O=C(Cc1c(F)c(F)c(F)c(F)c1F)OC12CC3CC(C1)C(=O)C(C3)C2
1.0%	-2.3%	8.0	2.6	CC(C(=O)NCc1ccccn1)N1C(=O)c2ccccc2C1=O (stereo not drawn)
x	5.5%	-12.7	-86.0*	COc1ccc(-c2nnc(SCC(=O)Nc3sc4c(c3C#N)CCCC4)n2-c2ccccc2)cc1
5.6%	-1.0%	4.2	x	C=C1C(=O)O[C@@H]2[C@H]3O[C@]3(C)CCC=C(C)CC[C@@H]12
-10.8%	-20.0%	-1.4	-9.5	COc1ccc(S(=O)(=O)c2c(N)n(Cc3ccco3)c3nc4ccccc4nc23)cc1
x	-4.2%	4.3	-25.7	CCCn1c(C(O)c2ccc(OC)cc2)nc2ccccc21 (stereo not drawn)
x	-1.7%	-0.6	72.5	COc1ccc(C(=O)NNC(=O)CN2CCC(n3nnc4cc(F)ccc43)CC2)cc1
x	-2.3%	x	24.3	Cc1c(C=O)c(=O)n(-c2ccccc2)n1-c1ccccc1
x	-0.9%	x	-7.5	Cc1ccc(NC2OC(CO)C(O)C2O)cc1[N+](=O)[O-] (stereo not drawn)
-13.9%	7.7%	6.0	65.6	CCOC(=O)c1ccccc1OCc1cc(/C=N/n2cnnc2)ccc1OC
-0.5%	2.1%	6.7	15.9	CN(Cc1ccccc1)c1nc(N)c([N+](=O)[O-])c(Nc2cccc(F)c2)n1
6.8%	-1.5%	8.4	-8.2	Cc1cccc(NC(=O)COC(=O)CNC(=O)C2CCCCC2)c1
x	-11.5%	x	-6.1	COc1cccc(/C=N/NC(=O)CNC(=O)C2COc3ccccc3O2)c1O (stereo not drawn)
0.8%	-6.5%	2.7	11.4	CCN(CCCNC(=O)COc1cc(=O)n(C)c2ccccc12)c1ccccc1
3.7%[2.29 µM]	-5.3%	21.2	9.3	CCN1CCN(c2ncc(C(=O)Nc3c(F)cc(F)cc3Br)c3ccccc23)CC1
-1.2%	-6.3%	5.8	15.0	Cc1ccc(N(CC(=O)N/N=C/c2cc(C)n(-c3ccccc3)c2C)S(C)(=O)=O)c(C)c1
-0.5%&7.9%&2.3%	3.8%&0.2%&3.8%	-0.6&0.4	x	CCSC(=N)N

Three compounds from above, ordered by the number in PNC assembly inh, low to high:
SMILES,ALOX15B inhib,ALOX12 inhib,IMPase cell inh,PNC assembly inh
COc1ccc(S(=O)(=O)c2c(N)n(Cc3ccco3)c3nc4ccccc4nc23)cc1,-10.8%,-20.0%,-1.4,-9.5
CN(Cc1ccccc1)c1nc(N)c([N+](=O)[O-])c(Nc2cccc(F)c2)n1,-0.5%,2.1%,6.7,15.9
COc1ccc(C(=O)NNC(=O)CN2CCC(n3nnc4cc(F)ccc43)CC2)cc1,x,-1.7%,-0.6,72.5

Carrying on.
ALOX15B inhib	ALOX12 inhib	IMPase cell inh	PNC assembly inh	Structure
x	0.6%	-0.2	u	C/C(CC(=O)Nc1ccc(F)cc1)=N\NC(=O)Cc1csc(N)n1
11.5%	0.0%	0.6	122.9	N/C(=N\OC(=O)CC1CCCCC1)c1cccnc1
x	-5.5%	5.4	84.3	O=C(Cn1cc(C(F)(F)F)ccc1=O)Nc1cccc(S(=O)(=O)N2CCOCC2)c1
-7.5%	-3.7%	-1.1	7.2	O=C(CSc1ncc(-c2ccc(F)cc2)[nH]1)N1CCCCC1
-3.3%	-0.9%	-2.5	-25.2	COC(Cc1nnc(SC)n1-c1ccccc1)OC
-28.1%	-6.8%	8.0	1.0	O=C1C=C(NCc2ccc(Cl)c(Cl)c2)C2(CCCCC2)O1
-14.0%	-2.1%	-7.3	21.1	CC(C)Cn1c(-c2cccs2)nc2nc3ccccc3nc21
x	1.3%	x	-82.6*	Nc1nc(SCc2ccc(Cl)cc2Cl)nc2nc3c(cc12)CCCC3
x	-2.4%	-5.2	13.0	Cc1cc(C)cc(NC(=O)CSc2nc3c(c(=O)[nH]2)CN(Cc2ccc(F)cc2)CC3)c1
x	-2.6%	x	-12.0	CCOC(=O)C(C)Sc1nnc(CSc2nc3nc(C)cc(C)n3n2)o1 (stereo not drawn)
-22.3%	-3.5%	-1.2	-3.3	Cc1ccc2c(COC(=O)c3n[nH]c4ccccc34)cc(=O)oc2c1
x	4.3%	3.7	79.9	Nc1cc(=O)[nH]c(SCC(=O)Nc2ccc(S(=O)(=O)N3CCOCC3)cc2)n1
-3.8%[11.4 µM]	-4.0%[11.4 µM]	x	x	Cc1cc2c(SCc3ccccc3Cl)nc(N)nc2nc1C
x	-3.3%	x	-15.5	COc1ccc(NC(=S)N2CCC(N(C)CCN3CCOCC3)CC2)cc1Cl
x	-2.2%	x	1.3	CCCC1CC(CSc2ncn[nH]2)OC1=O (stereo not drawn)
1.8%	0.1%	5.6	26.9	COCCNC(=O)c1cc(Br)ccc1Cl
u	9.6%	5.4	10.0	O=C(N/N=C/c1ccc(OCCCF)cc1)c1cc(OCC(F)(F)F)ccc1OCC(F)(F)F
x	-11.8%	x	u	CC(C)C(=O)NC(=S)Nc1ccc(S(=O)(=O)Nc2ccccc2)cc1
-0.7%	0.0%	-3.9	27.2	CC(C)(C)NCC(=O)c1c[nH]c2ccccc12
1.0%	-3.1%	-2.9	7.7	Cc1cc(C)n(-c2ncnc3c2oc2ccccc23)n1
x	1.6%	6.6	-17.9	COc1ccc(OC)c(C(=O)COC(=O)c2cc(C)oc2C)c1
4.1%	-6.2%	2.0	-9.8	CCn1c(CCNC(=O)c2ccc(Cl)cc2)n[nH]c1=S
4.9%	3.5%	-0.1	u	Nn1c(SCC(=O)Nc2ccc(F)cc2)nnc1-c1ccccn1
-1.6%	-5.0%	-0.4	u	Cc1occc1-c1nnc(SCc2nc3ccccc3c(=O)n2CC#N)n1C
4.6%	-9.5%	8.3	53.8	O=C(N/N=C/c1c(Cl)cccc1Cl)c1cccc(F)c1
u	-1.2%	6.5	-7.1	C=C(C)C1Cc2nc(N)nc(C)c2C1 (stereo not drawn)
11.2%[11.4 µM]	0.2%	2.1[1.84 µM]	2.2	COc1cc(C2NC(=O)NC(C)=C2C(=O)OC2CCCC(C)C2)ccc1O (stereo not drawn)
-6.7%[11.4 µM]	1.4%[11.4 µM]	x	x	C=CCSc1nc2c(N)ncnc2n1[C@@H]1O[C@H](CO)[C@@H](O)[C@@H]1O
-25.4%	-26.5%	5.5	-4.5	CSc1nc(C)cc(SC(C(C)=O)C(=O)Nc2ccccc2)n1 (stereo not drawn)
-14.5%	-5.9%	11.1	30.5	COC(=O)C1=C(C)N=C2SC(C#N)=C(N)N2C1c1ccc(OC)cc1 (stereo not drawn)
9.0%	-7.7%	u	u	NC(=O)C1(N2CCCCC2)CCN(CC(=O)Nc2ccccc2-c2ccccc2)CC1
13.1%	0.9%	1.8	8.0	CC(C)OC(=O)c1cccc(C(=O)Oc2ccccc2)n1

The list goes on; it opens with the 4 that closed the last part.
ALOX15B inhib	ALOX12 inhib	IMPase cell inh	PNC assembly inh	Structure
-25.4%	-26.5%	5.5	-4.5	CSc1nc(C)cc(SC(C(C)=O)C(=O)Nc2ccccc2)n1 (stereo not drawn)
-14.5%	-5.9%	11.1	30.5	COC(=O)C1=C(C)N=C2SC(C#N)=C(N)N2C1c1ccc(OC)cc1 (stereo not drawn)
9.0%	-7.7%	u	u	NC(=O)C1(N2CCCCC2)CCN(CC(=O)Nc2ccccc2-c2ccccc2)CC1
13.1%	0.9%	1.8	8.0	CC(C)OC(=O)c1cccc(C(=O)Oc2ccccc2)n1
-24.4%	-3.2%	6.7	u	CCc1cc2c(=O)n(Cc3ccco3)c(SCc3c(C)noc3C)nc2s1
1.7%	-7.0%	3.1	u	Cc1ccc(CN2CCNC(=O)C2CC(=O)O)cc1 (stereo not drawn)
-4.2%	-3.8%	-0.8	15.9	COCCNc1ncnc2nc[nH]c12
-0.8%	2.4%	3.8	10.0	CN(CCCNC(=O)C1CCCN(S(=O)(=O)c2cnc[nH]2)C1)c1ccccc1 (stereo not drawn)
-0.2%	31.3%[activator]	7.0	-10.0	Cn1cc(/C(Cc2ccccc2)=N\O)c2ccccc21
x	3.5%	x	43.0	CCOC(=O)c1c(NCc2ccccc2)n[nH]c1C
-1.4%	1.6%	-6.5	-14.1	Cc1nc(CCNC(=O)Cc2ccc(F)cc2)cs1
0.6%	-0.2%	2.2	u	CCOC(=O)c1[nH]c(C)c(C(=O)c2ccc(C)cc2)c1C
69.5%[activator]	-1.8%	5.0	14.6	COc1ccc2c(c1)c1ncnc(N3CCN(Cc4ccc5c(c4)OCO5)CC3)c1n2C
x	-3.4%	7.5	-16.0	CCOc1ccc(NCC(=O)N/N=C/C=C/c2ccccc2)cc1
4.7%	-4.3%	11.9	u	Cc1cccc(OCC(=O)N2CCC(N3CCCCCC3)CC2)c1
-5.6%	-19.2%&-2.1%	x	6.0	COC(=O)[C@@]1(Cc2ccc(OC)cc2)[C@H]2c3cc(C(=O)N(C)C)n(CCSCCO)c3C[C@H]2CN1C(=O)c1ccccc1
9.6%	-8.2%	-1.6	u	COC(=O)c1cn(NC(=O)c2ccc3c(c2)OCO3)c(=O)c2ccccc12
-4.1%	-1.6%	3.0	72.9	CNC(=O)C1CC(=O)N/C(=N/N=C(\C)c2cccs2)S1 (stereo not drawn)
-7.3%	3.6%	3.1	-1.2	CCOC(=O)c1ccc(NC(=O)CC2C(=O)N(c3ccccc3)C(=O)N2CCCOC)cc1 (stereo not drawn)
-9.2%	4.0%	u	41.3	O=C(O)CC(c1ccccc1)n1cccc1 (stereo not drawn)

Of the compounds above, these contain a tert-butyl group.
ALOX15B inhib	ALOX12 inhib	IMPase cell inh	PNC assembly inh	Structure
x	-3.4%	x	u	COc1ccc2nc(/C=N/NC(=O)[C@H](C)NC(=O)OC(C)(C)C)ccc2c1
-0.7%	0.0%	-3.9	27.2	CC(C)(C)NCC(=O)c1c[nH]c2ccccc12

Other records
ALOX15B inhib	ALOX12 inhib	IMPase cell inh	PNC assembly inh	Structure
-1.4%	-6.3%	2.8	-11.9	CN(C(=O)c1coc(=O)c2ccccc12)c1ccc(F)cc1
3.4%	-1.6%	2.1	9.3	O=C(C1CCC1)N1CCN(Cc2ccccc2)CC1
x	-2.3%	x	-22.0	Cn1c(O)c(N=Nc2nc(-c3ccccc3)cs2)c2ccccc21
x	-0.2%	x	u	COc1ccc(/C=C2\CCCC3C2=NN(C(=O)CSc2ncn[nH]2)C3c2ccc(OC)cc2)cc1 (stereo not drawn)
